14-3-3g Raf – 14-3-3 gamma protein interaction modulation; FP, 14-3-3gamma / TMR-pS259-Raf peptide binding; inhibition, % at 40 µM; 160,000 tested, 0.19% active; in the data active = inhibition above about 30%;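 also: 0% = protein plus tracer without compound and 100% = blank with tracer alone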
Target sequence (P61981 whole entry, looked up): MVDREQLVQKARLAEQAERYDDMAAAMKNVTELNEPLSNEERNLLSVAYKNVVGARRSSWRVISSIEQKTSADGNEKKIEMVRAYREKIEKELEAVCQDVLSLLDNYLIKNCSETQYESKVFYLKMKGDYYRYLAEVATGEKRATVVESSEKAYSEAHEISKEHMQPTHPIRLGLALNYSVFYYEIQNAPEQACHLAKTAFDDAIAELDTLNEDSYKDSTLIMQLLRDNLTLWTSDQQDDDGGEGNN
Active calls of the source: *; & = joins results of further samples. An excerpt; count on the stated rates, not on these rows.

SMILES | 14-3-3g Raf
COc1cc(Cl)ccc1Nc1ncc(C(=O)Nc2ccc(OC)c(OC)c2)c2ccccc12 | -6.3
CCC(=O)N1CCc2cc(Br)cc(S(=O)(=O)N3CCCC(C(=O)N(CC)c4ccc(F)cc4)C3)c21 (centres undefined) | -6.3
COc1ccc(C2Nc3ccccc3NC3=C2C(=O)CC(c2ccc(Cl)cc2)C3)c(OC)c1OC (centres undefined) | 8.6
CCOc1ccc(N2C(=O)CC(Sc3nc4c(cc3C#N)CCCCC4)C2=O)cc1 (centres undefined) | -77.2
COC(=O)c1cc(-c2ccc(Br)cc2)no1 | -6.2
NC(CO)C(O)c1ccc([N+](=O)[O-])cc1 (centres undefined) | -23.8
Cc1n[nH]c(C)c1S(=O)(=O)N1CCN(c2ccccc2F)CC1 | -3.4
CSc1cccc(NC(=O)CCS(=O)(=O)c2cccc3cccnc23)c1 | -14.9
CCOC(=O)c1c(C)[nH]c(C(=O)OCc2c(C)noc2C)c1C | 1.7
O=C(O)c1cc(-c2cccc([N+](=O)[O-])c2)n[nH]1 | -6.8
CCOC(=O)NCC(C)(C)CNC(=O)OCC | 6.7
CCCn1c(SCC(=O)Nc2nnc(CC)s2)nnc1-c1ccco1 | -8.4
COc1ccc(Cn2nnnc2CN2CCC(c3nc4ccccc4s3)CC2)cc1 | 0.7
COC(=O)C1=C(C)NC2=C(C(=O)CC(C)(C)C2)C1c1cc(OC)c(OC)c(OC)c1 (centres undefined) | -3.5
CN(CCNC(=O)c1cc2c(=O)n(C)c3ccccc3c2n1C)Cc1ccccc1 | -0.1
O=C(Cn1c(SCc2ccccc2)nc2ccccc21)Nc1ccccc1F | 2.2
O=S1(=O)NC(=NCCO)c2ccccc21 | -3.4
C=CCOc1ccc(C2c3c(oc4ccccc4c3=O)C(=O)N2c2ccccn2)cc1OCC (centres undefined) | -2.5
COCCNC(=O)CCn1c(=S)oc2ccccc21 | -5.6
CSc1nnc(SCc2nc3ccccc3n2C)s1 | 4.5
Cc1ccc(C2C(=O)N(C3CCCC3)CC(=O)N2Cc2ccccc2Cl)cc1 (centres undefined) | -6.8
CCCCOc1ccc(C(=O)OCCN2C(=O)C3C4c5ccccc5C(c5ccccc54)C3C2=O)cc1 (centres undefined) | -0.4
COc1ccc(-c2nc(C)c(C(C)=O)n2O)cc1OC | 5.0
O=C(CN1CCN(S(=O)(=O)c2ccc(Br)cc2)CC1)Nc1ccc(F)cc1F | -2.8
Cc1cccc(OCCn2c(=O)n(C)c3ccccc32)c1 | 1.5
CSc1ccc(C2Oc3ccccc3C3=C2C(c2cccs2)n2ncnc2N3)cc1 (centres undefined) | 0.1
Cc1ccccc1NC(=O)Cn1c(=O)n(-c2ccc(Cl)cc2)c(=O)c2c(C)c(C(=O)N(C)C)sc21 | 0.4
CCn1ncc(Br)c1C(=O)Nc1sc2c(c1C(N)=O)CCC2 | -23.7
COCCN(CCOC)S(=O)(=O)c1ccc(C(=O)Nc2nc(C)c(C(C)=O)s2)cc1 | 0.2
COc1ccc(C2C(C#N)=C(N)OC(C(C)(C)C)=C2C#N)cc1OC (centres undefined) | -4.1
COc1ccccc1NC(=O)c1c(NC(=O)c2cccc(Br)c2)sc2c1CCCCC2 | -52.6
COc1cc(NC(=O)c2cc3nc(-c4ccco4)cc(C(F)(F)Cl)n3n2)cc(OC)c1OC | -5.5
Cc1nn(CC(=O)Nc2ccc3c(c2)nc(CN2CCCCC2)n3C)c(=O)c2ccccc12 | -3.4
O=C(c1nn2c(c1Br)NC(c1ccco1)CC2C(F)(F)F)N1CCN(Cc2ccccc2)CC1 (centres undefined) | 21.9
COC(=O)C1=C(N)Oc2cc(C)n(Cc3cccnc3)c(=O)c2C1c1cc(OC)ccc1OC (centres undefined) | -6.0
O=C1c2ccccc2NC(c2ccc([N+](=O)[O-])cc2)N1Cc1ccccc1 (centres undefined) | -3.5
COCCOC(=O)c1c(C)oc2cc(Br)c(OCc3ccc(F)cc3)cc12 | -14.0
O=C(Nc1ccccc1Cl)c1cc(S(=O)(=O)N2CCN(c3ccccc3Cl)CC2)ccc1F | -1.9
Cc1cccc(NC(=O)Cn2c(=O)n(Cc3ccco3)c(=N)c3c4c(sc32)COC(C)(C)C4)c1 | -12.9
CC(=O)NCC(=O)OCN1C(=O)c2ccccc2C1=O | -0.8
Cc1oc(-c2cccs2)nc1CS(=O)CC(=O)NC1CCCCCC1 (centres undefined) | -12.2
O=C(Cc1ccc([N+](=O)[O-])cc1)Nc1ccc(Cl)c([N+](=O)[O-])c1 | -4.0
Cc1ccc(S(=O)(=O)N(C)CCCC(=O)Nc2cccc(C)c2C)cc1 | -2.2
CCn1c(CCn2ccnc2C)n[nH]c1=S | -6.4&1.0
CSc1nc2ccc3nc(NC(=O)c4ccc(S(=O)(=O)N5CCOCC5)cc4)sc3c2s1 | -3.4
O=[N+]([O-])c1ccc(-c2nc(Nc3ccc(O)cc3)c3ccccc3n2)cc1 | -5.6
C=C(C)CSc1nc2nc(C)cc(C)n2n1 | 7.9
C=CCn1c(-c2ccc(Cl)cc2)csc1=Nc1cccc([N+](=O)[O-])c1 | -4.9
CCCNC(=O)c1cc2c(=O)n3cccc(C)c3nc2s1 | 2.3
COc1ccc(-n2nc3c(c2NC(=O)COc2ccc(Cl)cc2)CS(=O)C3)cc1 (centres undefined) | 6.0
CCN1CCN(c2ncnc3scc(-c4ccc(OC)cc4)c23)CC1 | -1.6
Cc1nc2nc(SCC(=O)NCCc3ccccc3)nn2c(C)c1Cc1ccccc1 | 3.2
CC(=O)c1cccc(OCCN2C(=O)NC(C)(C)C2=O)c1 | -8.9
COc1ccccc1C1N(c2ccc(Cl)cc2)C(=O)C2CCCN21 (centres undefined) | -10.4
CC1CCCN(S(=O)(=O)c2ccc(NC(=O)Cn3nnc(-c4ccccc4F)n3)cc2)C1 (centres undefined) | 0.7
Cc1ccc(NC(=O)c2sc(=S)n3c2[nH]c(=O)c2ccccc23)cc1Cl | -91.2
Cc1ccc2cc3cc(C(=O)NC4CCN(Cc5ccccc5)CC4)oc3nc2c1 | -13.2
CC1CC(C)(C)NC(=S)N1CC(=O)NCc1ccccc1Cl (centres undefined) | -0.9
CC(=O)N1N=C(c2c(-c3ccccc3)c3cc(Cl)ccc3[nH]c2=O)CC1c1ccccn1 (centres undefined) | -13.3
Cn1c(=O)c2c(nc(NCCCO)n2Cc2cccc(F)c2)n(C)c1=O | 5.5

Three entries already listed, ordered by their value in 14-3-3g Raf, rising:
Compound | 14-3-3g Raf
COc1ccccc1NC(=O)c1c(NC(=O)c2cccc(Br)c2)sc2c1CCCCC2 | -52.6
Cc1oc(-c2cccs2)nc1CS(=O)CC(=O)NC1CCCCCC1 (centres undefined) | -12.2
CC(=O)NCC(=O)OCN1C(=O)c2ccccc2C1=O | -0.8

In the list so far, six contain a furan ring, fused or not:
SMILES | 14-3-3g Raf
CCCn1c(SCC(=O)Nc2nnc(CC)s2)nnc1-c1ccco1 | -8.4
COc1cc(NC(=O)c2cc3nc(-c4ccco4)cc(C(F)(F)Cl)n3n2)cc(OC)c1OC | -5.5
O=C(c1nn2c(c1Br)NC(c1ccco1)CC2C(F)(F)F)N1CCN(Cc2ccccc2)CC1 (centres undefined) | 21.9
COCCOC(=O)c1c(C)oc2cc(Br)c(OCc3ccc(F)cc3)cc12 | -14.0
Cc1cccc(NC(=O)Cn2c(=O)n(Cc3ccco3)c(=N)c3c4c(sc32)COC(C)(C)C4)c1 | -12.9
Cc1ccc2cc3cc(C(=O)NC4CCN(Cc5ccccc5)CC4)oc3nc2c1 | -13.2

Next section.
SMILES | 14-3-3g Raf
O=C(O)c1cc(N2C(=O)C3C4C=CC(C4)C3C2=O)ccc1Cl (centres undefined) | 0.2
CCC1Oc2ccc(Cl)cc2N(CC(=O)NCc2ccc(OC)cc2OC)C1=O (centres undefined) | -29.2
NS(=O)(=O)c1ccc(CCN2C(=O)c3ccccc3C2(O)Cc2ccccc2)cc1 (centres undefined) | -3.9
Cc1ccccc1CN1C(=O)CSc2ccc(C(=O)NC3CCC(C)CC3)cc21 (centres undefined) | -0.1
O=C1c2ccccc2C(=O)c2c1ccc(C(=O)N1CCN(CCO)CC1)c2NCCO | -201.8
COC(=O)c1c(C)oc2ccc(OC(=O)c3c(C)oc4ccc(OC(C)=O)cc34)cc12 | -46.5
CCc1ccc(NC(=O)CC2NCCNC2=O)cc1 (centres undefined) | -7.4
CC(C)N(C(=O)N1CCC(c2nc(-c3ccncc3)no2)CC1)C(C)C | -6.2
O=c1c2ccccc2nnn1CSc1nnc(-c2cccc(S(=O)(=O)N3CCCCC3)c2)o1 | -9.4
Cn1nc(OCCOc2ccccc2)ccc1=O | -3.2&-0.2
COc1ccc(NC(=O)c2cc(S(=O)(=O)N3CC(C)CC(C)C3)ccc2F)cc1 (centres undefined) | -6.8
CSc1cccc(N2C(=O)NC3CC2(C)Oc2ccccc23)c1 (centres undefined) | 4.0
COc1ccc(Cl)cc1NC(=O)C(CCS(C)(=O)=O)NC(C)=O (centres undefined) | -2.3
Cc1cc(C)c(C(N)=O)c(Nc2ccccc2)n1 | -1.5
Cc1ccc(S(=O)(=O)Nc2ccc(C(=O)Nc3cc(C)on3)cc2)cc1 | -12.9
N#Cc1c(N2CCCCC2)nc(N2CCCCC2)c2c1CCN(Cc1ccccc1)C2 | -4.0
CCOc1ccccc1NC(=O)COc1cc(C)ccc1C(C)(C)C | 1.2
Cc1cc(C)n(-c2ccc(Cl)c(C(=O)O)n2)n1 | -5.8
Cc1cc(C)nc(Sc2ccc3nnc(C(F)(F)C(F)(F)C(F)(F)F)n3n2)n1 | -3.1
O=C(NC1CCCCC1)c1ccc2nc(-c3ccco3)c(-c3ccco3)nc2c1 | -42.5
COc1cccc(CN2CCCN(Cc3ccccc3F)C2c2ccccc2OC)c1 (centres undefined) | -4.2
CC1CCC(NC(=O)c2cc3c(s2)CS(=O)(=O)C3)CC1 (centres undefined) | -9.5
CCC(=O)N1CCc2cc(Br)cc(S(=O)(=O)CCC(=O)Nc3ccc(OC(F)(F)F)cc3)c21 | 4.1
CC1CC(C)CN(S(=O)(=O)c2cc(C(=O)Nc3ccc(Oc4ccccc4)cc3)ccc2F)C1 (centres undefined) | -10.1
O=C(Nc1ccc2c(c1)CCC2)c1cnn2c1NC(c1ccco1)CC2C(F)(F)F (centres undefined) | -23.2
CCN(C(=O)c1cn(CC(C)C)c(=O)c2cc(OC)c(OC)cc12)c1cc(Cl)ccc1OC | -7.7
CCC(C)NC(=O)CSc1nc2nc(C)c(Cc3ccccc3Cl)c(C)n2n1 (centres undefined) | 3.5
O=C(CSc1nc(-c2ccccc2)c2ccccc2n1)NCc1ccc(C(=O)O)cc1 | -1.0
CN(C)c1ccc(C=Nc2sc3c(c2C#N)CCC(C(C)(C)C)C3)cc1 (centres undefined) | -14.0
N#Cc1ccc(CSc2nnc(-c3cccc(S(=O)(=O)N4CCCCC4)c3)o2)cc1 | 0.6
O=C(CSc1ncnc2c1oc1ccccc12)Nc1cccc(Cl)c1 | -6.7
CCCCNC(=O)C(C#N)c1nc2ccccc2nc1N1CCN(c2ccccc2F)CC1 (centres undefined) | -6.0
Cc1cc(C)c(NC(=O)C2CCN(S(=O)(=O)c3cccs3)CC2)c(C)c1 | -1.8
CCc1[nH]c(=O)c(C#N)c2c1CCCC2 | 1.7
COc1cc(NC(=O)c2ccc(Cl)cc2)c(OC)cc1NC(=O)CN1CCOCC1 | -12.1
Brc1ccc(-c2nnc3sc(CN4CCCCCC4)cn23)cc1 | -5.0
N#Cc1c(N)sc2c1CCCCC2 | -12.0
COc1ccc(CN(Cc2ccccn2)S(=O)(=O)c2ccc(-n3cnnn3)c(OC)c2)cc1 | -5.9
CCSc1nc2c(c(=O)n(C)c(=O)n2C)n1Cc1ccc(Cl)cc1 | -5.2&-4.0
CNc1nc(C)nc(-c2ccccc2O)n1 | 4.2
O=C1CN(C(=O)Cc2cccc3ccccc23)C(c2ccc(F)cc2)c2cc(Cl)ccc2N1 (centres undefined) | -11.9
CCOC(=O)C1=C(Cn2cnc3ccccc32)NC(=O)NC1c1cc(C)ccc1C (centres undefined) | -0.8
Brc1cccc(-c2nnc3sc(CN4CCOCC4)cn23)c1 | 0.0
COc1cc(-c2c(C#N)c(N)nc3c2c(C)nn3-c2ccc(C)c(C)c2)cc(OC)c1OC | -7.9
CCc1ccc(C2=NN(C(=O)Cc3ccc(OC)c(OC)c3)C(O)(C(F)(F)F)C2)cc1 (centres undefined) | -2.6
O=C(O)CCCC(=O)c1ccc2c(c1)OCCOCCOCCOCCO2 | -3.0
COc1cccc(C(=O)Nc2c3c(nn2-c2ccc([N+](=O)[O-])cc2)CSC3)c1 | 9.8
O=C(Nc1cccc2c1C(=O)c1ccccc1C2=O)c1cc(=O)c2ccccc2o1 | -1.4
CCCCN(CC)C(=O)c1cc2cc3ccc(C)cc3nc2o1 | -9.5
O=c1oc(-c2ccccc2Cl)nc2sc3c(c12)CCCC3 | 3.6
Cc1cc(NC(=O)c2sc3nc(-c4ccncc4)ccc3c2N)ccc1Br | -27.0
CC1(C)CC(=O)C2=C(C1)Nc1nc(SCc3ccccc3)[nH]c(=O)c1C2c1ccc(O)cc1 (centres undefined) | -1.7
CC(=O)Oc1ccc(-c2nc3ccc(Cl)cc3c(=O)o2)cc1 | -30.5
COc1ccc(CCN(C)CCc2ccc(OC)c(OC)c2)cc1OC | 4.9
CC(=O)OCCCN1C(=O)c2ccc([N+](=O)[O-])cc2C1=O | -12.8
COc1ccccc1NC(=O)c1ccc(Br)c(S(=O)(=O)N2CCCCC2)c1 | 1.2
COC(=O)c1ccccc1NC(=O)c1cc2n(n1)C(C(F)F)CC(C(F)F)N2 (centres undefined) | -3.2
CCOC(=O)CSc1nc(C2CC2)nc2ccccc12 | -9.0
Cc1[nH]c2ccccc2c1C(=O)CN1CCN(C2CCCCC2)CC1 | -4.3
Cc1cccc(NC(=O)COc2cccc(Br)c2)n1 | -8.0
Cc1ccc(S(=O)(=O)N2CCC(C(=O)O)CC2)cc1C(=O)O | 0.7

Screening results (PubChem BioAssay)
